# RSV CPE inhibition: inhibition of RSV-induced cytopathic effect – HEp-2 cells, primary 10 µM value included (AID 2391); HEp-2 cells, RSV-induced CPE inhibition; higher % means a stronger effect; CPE inhibition, % at 10 µM; hits with a dose series show IC50 in µM; 310,000 tested, 0.13% active; in the data active = a potency from the dose series; inconclusive = CPE inhibition mostly from about 23% at the one dose, without a potency; inactive = the rest, 99 in 100 with CPE inhibition below about 21%; also: strong numbers were not always called active
# human PMI inhibitors: human PMI inhibitors, high substrate, primary screen, biochemical, fluorescence intensity, high mannose 6-phosphate (AID 1220); recombinant PMI enzyme, coupled fluorescence intensity; higher % means a stronger effect; inhibition, % at 20 µM, or IC50 in µM where a hit was titrated; 190,000 tested, 0.66% active
# T cell HTS: T cell immune modulators affecting CD8 T cell-vesicle binding. 2C CD8+ T cell-vesicle binding, flow cytometry; stronger effect = lower value. calls only at 7 µM. 330,000 tested, 0.068% active. AID 2052;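 active = response, share of CD8 T cells binding vesicles, and their 90th percentile fluorescence all below set limits, cut at about 80% in these data, passing the limit was not always enough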
#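 incubation = binding step 1.5 h, 37 °C, antibody labelling 20 min, ice | test system = 2C mouse CD8+ T cells | read-out basis = percent CD8+ FL2 mean versus row control | controls = Peptide-free naked vesicles (low) and QL9 vesicles with 0.7% DMSO vehicle (high) | detection = flow cytometry of vesicle-bound cells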
# M1AAP inhibition: malaria alanyl aminopeptidase activity blockers – biochemical, fluorogenic H-Leu-NHMec substrate, 1536-well (AID 1445). recombinant M1AAP, H-Leu-NHMec fluorogenic kinetic assay; higher % means a stronger effect. 220,000 tested, 0.42% active. inhibition, % at 30 µM; hits with a dose series show IC50 in µM;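 active = primary inhibition above the hit cutoff, then over 50% inhibition at one or more dose response concentrations, cut at about 23% in these data, passing the limit was not always enough; inconclusive = conflicting primary data, or primary hits not chosen for dose response; inactive = low primary inhibition, or under 50% at every dose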;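 also: plate controls were DMSO full reaction for no effect and no enzyme background for full effect; strong numbers were not always called active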
# West Nile antiviral: West Nile virus antiviral activity, cell-based, CPE readout (AID 1621). West Nile virus-infected cells, CPE inhibition; higher % means a stronger effect. CPE inhibition, % at 10 µM, or IC50 in µM where a hit was titrated. 290,000 tested, 0.02% active; in the data active = a potency from the dose series; inconclusive = CPE inhibition mostly from about 3.7% at the one dose, without a potency; inactive = the rest, 99 in 100 with CPE inhibition below about 2.2%; also: strong numbers were not always called active
# TNAP activation fold: stimulation of alkaline phosphatase TNAP activity – biochemical, luminescent, no phosphate acceptor, uHTS, primary screen (AID 1001) | purified TNAP, luminescent activation assay, no phosphate acceptor; higher activation fold means a stronger effect | 200,000 tested, 0.03% active | activation fold at 20 µM; hits with a dose series show EC50 in µM; in the data active = activation fold from about 3, or a potency from the dose series; inactive = the rest, 99 in 100 with activation fold below about 1.6; also: many of its hits are not listed in these tables
# K1F lysis inhibition: protection from phage-mediated lysis, alamar blue read-out – E. coli UTI89, K1F phage, bacterial capsule biogenesis inhibitors (AID 488966). E. coli UTI89 K1F phage lysis, alamar blue, 2 h; higher % means a stronger effect. inhibition, % at 100 µM; hits with a dose series show IC50 in µM. 340,000 tested, 0.02% active;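 active = phage lysis inhibition, versus mean bacterial control, above a set limit; inconclusive = no clear call, values can overlap the other calls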;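 also: capsule biogenesis inhibitors block K1F phage lysis so surviving cells raise fluorescence; higher fluorescence means more inhibition of phage lysis; actives were called in the ten point dose series up to 300 µM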
# human PMI inhibition: MPI enzyme activity inhibition – biochemical, fluorescence intensity, coupled assay, primary screen (AID 1209) | purified PMI enzyme, coupled fluorescence intensity; higher % means a stronger effect | inhibition, % at 20 µM, or IC50 in µM where a hit was titrated | 190,000 tested, 0.42% active;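 also: plate controls were DMSO vehicle for no effect and wells lacking substrate for full effect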
# M17LAP inhibition: P. falciparum M17LAP inhibitors, primary screen, biochemical, fluorogenic H-Leu-NHMec substrate, 1536-well (AID 1619). recombinant M17LAP, H-Leu-NHMec fluorogenic kinetic assay; higher % means a stronger effect. one-dose inhibition, % at 30 µM; IC50 in µM for titrated hits. 220,000 tested, 0.38% active;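 active = compound inhibiting the enzyme by more than half at any dose during confirmatory dose-response retesting; inconclusive = strong single-dose inhibitors picked by rank but not retested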;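 also: plate controls were full reaction with DMSO carrier for no effect and no enzyme background for full effect; strong numbers were not always called active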
# T cell HTS vesicle-bound %: further read-out of T cell HTS, marked with its call; double positive events, %; measured here: CD8+ vesicle-bound cell fraction;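 binding gate set so that unloaded-vesicle control wells show 10% double positive cells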
# * marks the source's active call; other numbers are inactive results; i = inactive; ? = inconclusive; nt = not tested or not shown; [ ] = dose if it differs, or a comment. Rule as the data show it, unless noted: active = inhibition above about 50%; inactive = the rest. Rows were taken by chance. Share with any hit: about 1.5%.
SMILES,RSV CPE inhibition,human PMI inhibitors,T cell HTS,T cell HTS vesicle-bound %,M1AAP inhibition,West Nile antiviral,TNAP activation fold,K1F lysis inhibition,human PMI inhibition,M17LAP inhibition
CS(=O)(=O)Nc1ccc(C(=O)Nc2ccc(S(=O)(=O)Nc3nccs3)cc2)cc1,1.0%,nt,i,70,nt,0.1%,nt,0.5%,nt,nt
COc1ccc(Cl)cc1Nc1nc(NCCO)nc(N2CCCC2)n1,11%,19%,i,20,-3%,nt,1.1,-0.3%,23%,5%
C/C(CC(=O)Nc1cc(Cl)ccc1Cl)=N\NC(N)=S,0.8%,-14%,i,39,14%,0.3%,0.9,0.1%,-11%,12%
COC(=O)C[C@H]1c2ccccc2S(=O)(=O)N1Cc1ccc(OC)cc1,-0.3%,nt,i,3,nt,-0.3%,nt,-0.5%,nt,nt
CCOc1ccc(S(=O)(=O)N2CCN(C(=O)c3cccnc3)CC2)cc1,1.1%,nt,i,39,nt,-0.5%,nt,0.0%,nt,nt
CC1=C(C(=O)OCc2ccccc2)C(c2ccccc2)NC(=O)N1CCCCCC(=O)O (stereo not drawn),0.0%,-28%,nt,nt,3%,-0.2%,1,-1.0%,-33%,34%
CCCn1c(=O)c(Br)cn(-c2ccccc2C)c1=O,-0.2%,nt,i,22,2%,0.1%,nt,0.0%,nt,12%
CC(=O)N(CN1C(=O)c2ccc([N+](=O)[O-])cc2C1=O)c1ccc(F)cc1,-1.6%,-4%,i,15,-1%,0.0%,1,1.4%,1%,3%
O=C(c1ccc([N+](=O)[O-])cc1)N(Cc1ccc(Cl)cc1Cl)N1C(=O)CCCC1=O,-0.1%,10%,i,18,2%,?,1.1,0.6%,9%,4%
COC(=O)c1ccccc1S(=O)(=O)N1CCC(C(=O)OC(C)C(=O)NC(N)=O)CC1 (stereo not drawn),1.2%,-13%,i,12,-2%,0.9%,1.1,-0.4%,-14%,-2%
Cc1nc(SCCC(C)C)c([N+](=O)[O-])[nH]1,1.0%,-61%,i,61,6%,0.3%,0.9,-0.4%,-61%,-70%
CCN(CC)C(=O)c1cc2cc(Br)ccc2oc1=O,0.0%,1%,i,42,2%,0.2%,1.1,0.5%,2%,-1%
O=c1ccc2cc(S(=O)(=O)Nc3ccccc3F)ccc2o1,-1.4%,nt,i,46,nt,-0.6%,nt,0.0%,nt,nt
CN(CC(=O)N1CCN(c2ccccn2)CC1)S(=O)(=O)c1ccc2ccccc2c1,5.1%,9%,i,18,-9%,0.0%,1.1,0.3%,14%,-15%
CC(=O)c1cc(C#N)c(SCC(=O)OC(C)C)nc1C,0.0%,18%,i,15,2%,-0.1%,1,1.2%[50 µM],16%,-2%
CN(C)c1ccc(/C=C/c2ccc3ccccc3n2)cc1,2.8%,nt,i,30,9%,-2.2%,nt,0.1%,nt,-3%
Cn1c(=O)c2c(ncn2CC(=O)N2CCOCC2)n(C)c1=O,-0.2%,-6%,i,20,3%,0.3%,1.2,0.2%,-2%,-12%
CCOC(=O)CNc1nc(Cl)nc(Nc2ccc(C)cc2)n1,1.7%,nt,i,29,-5%,-0.1%,nt,-0.2%,nt,-12%
COc1ccc(C(=O)NCCn2cc(SCC(=O)Nc3nnc(C)s3)c3ccccc32)cc1,nt,nt,i,55,6%,0.3%,nt,-0.8%,nt,17%
CCCCN1CC2([N+](=O)[O-])C=CC(=O)C([N+](=O)[O-])(C1)C2CC(=O)c1ccccc1 (stereo not drawn),-0.3%,30%,i,48,10%,-0.7%,0.9,1.3%[50 µM],10%,-11%
Nc1ccc(C(=O)NCC2(c3ccccc3)CCCC2)cc1,-0.1%,3%,i,42,16%,-0.8%,1.1,0.2%,1%,22%
CNc1nc(-c2ccccc2)cc(C(F)(F)F)c1C#N,1.6%,4%,i,19,8%,-0.5%,1.1,2.0%,7%,8%
S=C(NCc1ccco1)Nc1ccc2c(c1)OCCO2,9.4%,4%,i,5,-3%,-0.3%,1.1,0.1%,-2%,-3%
CC(=O)NCC1CCCN(c2nc3nonc3nc2N(C)Cc2ccccc2)C1 (stereo not drawn),0.1%,14%,i,37,nt,-0.3%,1,0.5%,9%,nt
Cc1cc(N2CCOCC2)nc2ccc(NC(=S)NC(C)C)cc12,0.6%,nt,i,31,nt,-0.3%,nt,-1.8%[50 µM],nt,nt
CCOc1ccc(C(=O)N/N=C/c2ccccc2[N+](=O)[O-])cc1,0.9%,1%,i,17,9%,?,1.1,-2.9%,1%,18%
COc1ccc(C(=O)NC(Cc2ccccc2)c2ccc3c(c2)OCCCO3)cc1 (stereo not drawn),-0.3%,5%,i,12,6%,-0.3%,1,3.9%,11%,-12%
CCOC(=O)c1c(N)n(-c2ccc(N)cc2)c2nc3ccccc3nc12,1.5%,10%,i,28,4%,1.2%,1.1,0.2%,10%,11%
N#Cc1c(-c2ccc(Br)cc2)cc(-c2cccnc2)nc1N,2.3%,2%,i,6,6%,-0.6%,1.1,2.7%[50 µM],-6%,-13%
CN(c1ccccc1)c1nc(N)c([N+](=O)[O-])c(NCc2ccccc2)n1,nt,nt,i,44,4%,-0.1%,nt,0.5%,nt,7%
C=CCN1C(=O)CSC1=Nc1ccc(C(=O)O)cc1,-1.4%,nt,i,50,nt,0.2%,nt,0.0%,nt,nt
O=c1oc2cc(OCc3ccc([N+](=O)[O-])cc3)ccc2c2c1CCCC2,0.6%,6%,i,8,3%,-1.1%,1.1,-0.1%,6%,2%
Nc1c(S(=O)(=O)c2cccs2)c2nc3ccccc3nc2n1/N=C/c1cccc(O)c1,-3.5%,19%,i,14,11%,-0.7%,1.1,0.5%,18%,-1%
CC(=O)c1cnc(N2CCCCC2)nc1C,1.9%,12%,i,37,3%,0.2%,1.1,0.7%,15%,4%
Cc1ccnc(NC(=O)CCC(=O)N(CC(=O)NC2CCCCC2)c2cccc(C)c2C)c1,1.8%,12%,i,54,13%,-0.4%,1,0.8%,12%,4%
COc1cccc(-c2nc(-c3ccc4c(c3)-c3ccccc3S4(=O)=O)c(-c3ccccc3)[nH]2)c1OC,7.0%,-12%,i,46,7%,0.1%,1.1,-0.1%,-4%,2%
CCCCN(CCCC)c1nc2ccccc2nc1C(C#N)C(=O)NCCCOC (stereo not drawn),-0.6%,4%,i,48,8%,-0.5%,1,0.2%,1%,-15%
COc1cnc(SCc2ccc(Cl)c(Cl)c2)nc1Cl,2.4%,8%,i,41,-3%,0.3%,1.1,2.3%,3%,4%
CCOC(=O)/C=C/C(=O)Nc1ccc(S(=O)(=O)Nc2nccs2)cc1,0.8%,nt,i,28,nt,-0.4%,nt,0.0%,nt,nt
CC(NC(=O)c1ccccc1)c1nnc(SCC(=O)NC2=NCCS2)n1C (stereo not drawn),2.6%,nt,i,29,nt,-0.7%,nt,0.1%,nt,nt
CC(C)CC(=O)OCc1cn(-c2ccccc2)nn1,1.0%,-9%,i,56,10%,0.2%,1.1,0.5%,-7%,-8%
O=C(NCCN1CCOCC1)c1ccc(-c2ccccc2)cc1,-1.3%,-10%,i,27,-3%,-0.5%,1,0.5%,-5%,4%
COc1ccc2[nH]c(C)c(CCNC(=S)Nc3cc(C)cc(C)c3)c2c1,2.4%,4%,i,40,2%,nt,1.1,-0.3%,-3%,2%
CN(CCc1ccccc1)C(=O)c1cc(COc2ccc(F)cc2Cl)on1,?,nt,i,8,nt,-0.8%,nt,-0.1%,nt,nt
Cc1c(NC(=O)CSc2nnc(COc3ccccc3)n2-c2ccccc2)c(=O)n(-c2ccccc2)n1C,-0.2%,-8%,i,29,2%,-0.1%,1.1,2.1%,-3%,4%
Cc1nc2c3ccccc3nc(SCC(=O)N3CC(C)CC(C)C3)n2n1 (stereo not drawn),3.0%,6%,i,35,11%,nt,1.1,0.2%,4%,5%
COc1cc(NC(=O)C2CCCCC2)c(OC)cc1NC(=O)CN1CCCCC1,4.5%,11%,i,50,4%,0.3%,1.1,-0.6%,2%,4%
Cc1ccc(OCc2nnc(SCC(=O)Nc3ccc4c(c3)OCCO4)n2Cc2ccco2)cc1,8.2%,-3%,i,32,5%,-0.2%,1.2,-0.4%,-11%,5%
COc1cc(C(=O)OCn2nnc3ccccc3c2=O)cc(OC)c1OC,0.6%,7%,i,52,3%,0.3%,1.1,1.1%,13%,-10%
S=C(Nc1ccc(Cc2ccncc2)cc1)Nc1cccc(Cl)c1,5.6%,-1%,i,38,2%,-0.7%,1,-0.1%,2%,8%
O=C(COC(=O)c1ccccc1[N+](=O)[O-])NCCCc1ccccc1,1.3%,nt,i,17,nt,1.5%,nt,0.1%,nt,nt
CC1Oc2cc3oc4c(O)c(O)ccc4c(=O)c3c(O)c2C1(C)C (stereo not drawn),0.8%,nt,i,22,nt,?,nt,-11%,nt,nt
CCCCn1c(SCC(N)=O)nc2c(sc3ccccc32)c1=O,15%,7%,i,25,4%,0.1%,1.1,0.3%,6%,7%
COc1ccc(C(=O)CCC(=O)Nc2ccc(N3CCCCC3)cc2)cc1OC,1.9%,nt,i,14,nt,-0.3%,nt,-0.4%,nt,nt
COc1ccc(S(=O)(=O)N2CCC(C(=O)N3CCN(C)CC3)CC2)cc1Cl,-0.1%,nt,i,44,nt,-0.2%,nt,-0.1%,nt,nt
Cc1cc(Br)ccc1NC(=O)C1C2CCC(O2)C1C(=O)O (stereo not drawn),1.4%,nt,i,68,nt,-0.3%,nt,0.6%,nt,nt
CC1(C)Cc2c(sc3c2c(=N)n(Cc2ccco2)c(=O)n3CC(=O)Nc2ccc(Cl)cc2)CO1,?,6%,i,33,nt,-0.5%,1.1,5.7%[50 µM],13%,nt
O=C(c1cccs1)N1CCCC1,1.4%,-7%,i,58,0%,0.8%,1.1,-1.8%,-10%,-9%
CC(C)(C)C(=O)Nc1c(Br)c(C2CC2)nn1-c1ccccc1,1.2%,nt,i,43,2%,-0.1%,nt,nt,nt,-4%
